# PI5P4Ka inh – qHTS for Inhibitors of phosphatidylinositol 5-phosphate 4-kinase (PI5P4K); PI5P4Kalpha enzyme, ADP-Glo luminescence, 60 min; active compounds read low; max response, %; actives 1.2% (n = 330,000); AID 652105, 2013; active = max response of -50% or lower; inconclusive = between -30% and -50%; inactive = -30% or higher; also: value at the top dose of about 77 µM; % is scaled to controls: 0 for no effect and ±100 for the full control effect
# Target sequence (P48426 whole entry, looked up): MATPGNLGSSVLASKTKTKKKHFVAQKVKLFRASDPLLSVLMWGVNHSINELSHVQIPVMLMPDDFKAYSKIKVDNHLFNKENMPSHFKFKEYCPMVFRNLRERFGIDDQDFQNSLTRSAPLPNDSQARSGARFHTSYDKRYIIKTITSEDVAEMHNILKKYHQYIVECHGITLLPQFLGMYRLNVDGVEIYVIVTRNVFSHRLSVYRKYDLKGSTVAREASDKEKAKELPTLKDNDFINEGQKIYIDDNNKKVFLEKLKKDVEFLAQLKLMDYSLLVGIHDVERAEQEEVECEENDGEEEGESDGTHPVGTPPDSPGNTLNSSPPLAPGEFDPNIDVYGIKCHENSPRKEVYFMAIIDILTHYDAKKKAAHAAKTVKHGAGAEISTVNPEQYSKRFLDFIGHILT
#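 Luminescence from ADP-Glo served as readout of PI5P4Kalpha activity in a qHTS format. Reaction: enzyme, substrate, compound, ATP at 5 microM final, 60 min at RT.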
# IL-2 act – qHTS of IL-2 Activators. IL-2 activation reporter assay, cell-based qHTS; stimulated with anti-CD3/CD4/CD28 beads; in transgenic mouse T cells. activation, % (series mostly up to about 46 µM). actives 0.065% (n = 360,000). AID 652025, 2013; in the data active = activation above about 50%; inconclusive = mostly about 30% to 49%; also: 0% is about no effect
#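 Using fluorescent plate cytometry, EGFP and DsRed are detected in transgenic mouse T cells stimulated 18 h at 37 degrees C with antibody-coated beads after 60 min compound pretreatment.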
# GLP-1R inv ag – qHTS of GLP-1 Receptor Inverse Agonists (Inhibition Mode). Glucagon-like peptide 1 receptor (Homo sapiens), P43220. AID 624417, 2012. actives 1.6% (n = 410,000). Potency, µM (top dose mostly 38.3 µM), without a hit: at the highest dose activity change, negative = inhibition, most hits filed as inhibitors. HEK293 GLP-1R CRE-luciferase, luminescence, 24 h; GLP-1R form is constitutively active; also: potency is read from the fitted curve at half-maximal effect; % is scaled to controls: 0 for no effect and ±100 for the full control effect; nearly all actives have a fitted effect of over 55% in size
#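 GLP-1R inverse agonism mode: basal reporter luminescence in engineered HEK293 cells measured after one day of compound exposure at 37 deg C, with a 12 min room-temperature detection step.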
# GLP1R cytotox – qHTS of GLP-1 Receptor Inverse Agonists: Cytotox Screen; AID 624418, 2012; Potency, µM (highest dose often 38.3 µM), inactives show at the top dose activity change, negative = inhibition, actives largely listed as inhibitors; actives 0.13% (n = 410,000); HEK293 cAMP-luciferase reporter cells, luminescence, 24 h;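 also: loss of luciferase light is scored as toxicity; potency is read from the fitted curve at half-maximal effect; % is scaled to controls: 0 for no effect and ±100 for the full control effect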
#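 To flag toxic compounds, the library was rerun on cells for 24 hr at 37 deg C and 5% CO2. Viability-linked luminescence was captured 12 min after adding luciferase detection reagent.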
# WRN helicase inh – qHTS for Inhibitors of WRN Helicase; Bifunctional 3'-5' exonuclease/ATP-dependent helicase WRN (Homo sapiens), Q14191; WRN helicase unwinding, fluorescent forked duplex, kinetic; Potency, µM (titrated, usually from 114 µM), without a hit: at the highest dose activity change, negative = inhibition, actives largely listed as inhibitors; actives 0.46% (n = 360,000); AID 651768, 2012; also: potency is read from the fitted curve at half-maximal effect; % is scaled to controls: 0 for no effect and ±100 for the full control effect; nearly all actives have a fitted effect of over 55% in size
#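 Kinetic fluorescence helicase assay: unwinding of a quenched forked DNA duplex (100 nM final) with 2 mM ATP final raises red fluorescence (525/598 nm). Compounds sat 15 min at room temperature with 20 nM WRN beforehand.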
# D3 antag – qHTS of D3 Dopamine Receptor Antagonist: qHTS; D(3) dopamine receptor (Homo sapiens), P35462; D3R cells, DiscoveRx beta-arrestin luminescence, antagonist mode; active compounds read low; actives 2.5% (n = 360,000); max response, negative = inhibition, %; in the data active = max response below about -50%; inconclusive = no clear call, values can overlap the other calls; also: % is scaled to controls: 0 for no effect and ±100 for the full control effect; mostly tested at two doses, the higher about 12 µM
#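 Cells plated overnight at 1500 cells/well, then exposed to library compounds with dopamine controls for 90 minutes at 37 degrees C. DiscoveRx reagent added for 30–60 minutes at room temperature; luminescence read, quantitative HTS format.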
# GLP1R ag – qHTS of GLP-1 Receptor Agonists; HEK293 GLP-1R CRE-luciferase, luminescence, 4-6 h; cells express a hypersensitive GLP-1R form; Potency, µM (top dose mostly 45.6 µM), for inactives: top-dose activation, actives largely listed as activators; actives 0.007% (n = 380,000); AID 624172, 2012; also: potency is read from the fitted curve at half-maximal effect; % of control where 0% means no effect
# DRD3 agonist – qHTS of D3 Dopamine Receptor Agonist: qHTS; D(3) dopamine receptor (Homo sapiens), P35462; D3R DiscoveRx beta-arrestin cells, luminescence, 90 min; max activation, %; actives 0.58% (n = 410,000); AID 652048, 2013; in the data active = max activation above about 30%; also: 0% is about no effect; mostly tested at two doses, the higher about 12 µM
#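 Cells at 1500/well, incubated overnight, then treated with pinned compounds (dopamine as control) for 90 min at 37 degrees C. DiscoveRx reagent added for 30 - 60 minutes at room temperature; luminescence read.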
# PLK1 PBD block – qHTS for Inhibitors of PLK1-PDB (polo-like kinase 1 - polo-box domain): Primary Screen | actives 2.8% (n = 360,000) | AID 720504, 2013 | Plk1 PBD binding of FITC phosphopeptide, fluorescence polarization | Potency, µM, without a hit: max response, negative = inhibition, most hits filed as inhibitors; also: potency is read from the fitted curve at half-maximal effect; series mostly up to about 57 µM; % is scaled to controls: 0 for no effect and ±100 for the full control effect; nearly all actives have a fitted effect of over 65% in size
# Target sequence (P53350 whole entry, looked up, the tested form may be a part): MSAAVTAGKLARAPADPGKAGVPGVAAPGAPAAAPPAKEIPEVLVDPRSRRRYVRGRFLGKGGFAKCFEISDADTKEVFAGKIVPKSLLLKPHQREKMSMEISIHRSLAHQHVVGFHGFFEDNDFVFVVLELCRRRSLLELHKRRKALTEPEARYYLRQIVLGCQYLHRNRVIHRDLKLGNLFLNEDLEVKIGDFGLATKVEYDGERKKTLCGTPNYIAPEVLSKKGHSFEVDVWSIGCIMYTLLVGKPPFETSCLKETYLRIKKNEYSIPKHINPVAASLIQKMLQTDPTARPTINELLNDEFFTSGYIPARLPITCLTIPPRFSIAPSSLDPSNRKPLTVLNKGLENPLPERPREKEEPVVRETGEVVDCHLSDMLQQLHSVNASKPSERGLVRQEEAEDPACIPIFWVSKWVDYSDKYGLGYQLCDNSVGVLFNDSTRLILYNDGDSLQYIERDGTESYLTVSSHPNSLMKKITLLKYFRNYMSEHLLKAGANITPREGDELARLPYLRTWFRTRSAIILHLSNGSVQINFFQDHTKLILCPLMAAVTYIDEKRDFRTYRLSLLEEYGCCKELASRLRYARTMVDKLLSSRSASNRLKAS
# The depositor's hits bear a star; ? = inconclusive; . = no result given; & = joins results of further samples; [ ] = remark or other dose. Unless noted, calls follow the shape of the dose curve; as a rule, active = well fitted curve in the direction sought with a large enough effect; inconclusive = small, poorly fitted or top-dose-only effect, or another doubt; inactive = no such curve, though single readings can be large; an effect the other way counts as inactive or inconclusive.
# Values run as follows: PI5P4Ka inh	IL-2 act	GLP-1R inv ag	GLP1R cytotox	WRN helicase inh	D3 antag	GLP1R ag	DRD3 agonist	PLK1 PBD block
CCOP(=O)(OCC)Oc1cc(C)c(N(C)C)c(C)c1
 : -2	-2.1	?	?	-3%	12	8%	6	?
CN(C)c1ccc(C=C2C(=O)NC(=O)NC2=O)cc1[N+](=O)[O-]
 : ?	0.4	-5%	1%	?	-18	1%	2	7.5µM*
CC(C)C(=O)Nc1ccc(S(=O)(=O)N2CC3CC(C2)c2cccc(=O)n2C3)cc1 (centres undefined)
 : 2	-0.1	-5%	0%	-5%	-7	-1%	-2	-10%
CC12CCC3C(CCC4CC(=O)CCC43C)C1CC(=NO)C2=O (centres undefined)
 : 4	-3.1	7%	-9%	3%	-6	6%	0	7%
CCOc1cc2c(cc1OCC)-n1cccc1C(c1cccc(F)c1)NC2 (centres undefined)
 : 1	-3.6	?	-8%	-6%	-1	8%	1	-1%
CC(C)CCn1c(=O)c(C(=O)NCc2ccc3c(c2)OCO3)c(O)c2ccccc21
 : -2	-1.7	12%	-3%	11%	-5	0%	-1	4%
O=C(CCc1nnc2ccc(NCc3ccc(F)cc3)nn12)N1CCC2(CC1)OCCO2
 : 2	-5.2	15%	-13%	6%	-3	5%	-6	-6%
C=C[C@@H]1C[C@@]1(C)[C@@H](NP(=O)(c1ccccc1)c1ccccc1)c1ccccc1
 : 2	2.4	10µM*	7%	4%	-4	11%	6	-2%
COC(=O)C1=C(c2ccc(OC)c(OC)c2)C[C@@H]2CC[C@H]1N2C(=O)NCCNC(C)=O
 : 2	0.2	3%	-6%	4%	14	12%	6	-5%
COC(=O)C1=C(c2c(C)noc2C)C[C@@H]2CC[C@H]1N2C(=O)NC1CCCCC1
 : 0	-0.6	3%	0%	-1%	6	-5%	1	-9%
c1cc(CCN2CCCC2)ccn1
 : 4	-1.7	47%[activator]	-4%	-2%	-9	-2%	1	-11%
COc1cccc(NC(=O)c2cccn(Cc3ccccc3C)c2=O)c1
 : .	.	?	2%	.	.	24%	-2	.
CC1=C(C(=O)Nc2ccccn2)C(c2ccc(Br)cc2)NC(=S)N1 (centres undefined)
 : -3	1.5	-17%	?	0%[57.1 µM]	7	-4%	3	-9%
Cc1nc2ccccc2c(=O)n1-c1c(Cl)cccc1Cl
 : 1	0.0	-27%	-12%	21%	9	-3%	-5	4%
CC(=O)c1ccccc1OCC(O)CN1CCN(CCN2C(=O)c3cccc4cccc(c34)C2=O)CC1 (centres undefined)
 : 3	-4.5	?	11µM*	17%	-7	-1%	-9	-17%
O=C(c1cccnc1)C1CCCN(Cc2nc(-c3cnccn3)no2)C1 (centres undefined)
 : 5	0.8	17%	1%	1%	0	6%	3	-3%
Cn1c(O)c(C=Nc2ccc(F)cc2)c(=O)[nH]c1=O
 : -7	-0.9	3%	5%	-5%	-2	0%	-4	-11%
Cc1ccc(NS(=O)(=O)c2cc(C(=O)Nc3cccc([N+](=O)[O-])c3)ccc2C)cc1
 : -1	-4.6	?	?	-15%	3	-2%	-2	-5%
CC/C(=N\N1CCCCCC1)c1c(O)n(-c2ccc(C)cc2)c(=O)[nH]c1=O
 : -1	0.8	?	-5%	2%	-2	11%	-8	-24%
Oc1ccc(/C=N/NP(=S)(c2ccccc2)c2ccccc2)cc1
 : -14	0.4	0%	?	-12%	1	-1%	-5	24µM*

# A few values from the entries so far:
# DRD3 agonist with Cc1nc2ccccc2c(=O)n1-c1c(Cl)cccc1Cl reads -5
# PLK1 PBD block with CCOc1cc2c(cc1OCC)-n1cccc1C(c1cccc(F)c1)NC2 (centres undefined) reads -1%

# The list goes on.
# Values run as follows: PI5P4Ka inh	IL-2 act	GLP-1R inv ag	GLP1R cytotox	WRN helicase inh	D3 antag	GLP1R ag	DRD3 agonist	PLK1 PBD block
O=C(Cc1ccccc1)N1CCN(CC2CC3C=CC2C3)CC1 (centres undefined)
 : .	0.7	-12%	-13%	-3%	-23	15%	-15	-9%
COc1ccc(CN2CC3CC(C2)c2cccc(=O)n2C3)cc1OC (centres undefined)
 : .	-1.8	1%	4%	-18%	-23	35%	6	-3%
CSc1ccc(C(=O)C2CCCN(Cc3cc4ccccc4[nH]3)C2)cc1 (centres undefined)
 : -21	-0.5	?	?	-6%	?	1%	-10	30µM*
O[C@H]1[C@H](O)[C@@H](O)CN2CC[C@H](O)[C@H]12
 : 12	-0.5	1%	0%	8%	4	-3%	-3	2%
Cc1ncc2n1-c1ccc(Cl)cc1C(c1ccccc1F)=NC2
 : 3	-0.1	11%	1%	4%	-23	-2%&7%	-34&10	-12%
COc1ccc(C(c2nnnn2C(C)(C)C)N2CCC3(CC2)C(=O)NCN3c2ccccc2)cc1 (centres undefined)
 : 0	-0.1	2%	-3%	-4%	5	-1%	3	-2%
CSCCC(c1nnnn1-c1ccc2c(c1)OCCO2)N1CCC2(CC1)C(=O)NCN2c1ccccc1 (centres undefined)
 : -6	-0.7	-13%	-11%	-5%	-3	2%	8	-1%
O=C(CCN1CCOCC1)NCC(=O)Nc1ccc(Br)cc1C(=O)c1ccccc1
 : 0	1.1	4%	-7%	4%	8	-7%	-2	?
COc1ccc(N2CCN(CCCN)CC2)cc1
 : 0	-5.2	0%	-5%	-11%	0	12%	5	-5%
CCc1ccccc1NC(=O)CNC1CCCCC1
 : 3	0.7	-14%	-1%	7%	15	11%	3	-1%
CC/C(=N\NC(N)=O)c1c(O)[nH]c(=O)[nH]c1=O
 : -13	-2.9	1%	9%	-3%	-17	-2%	-13	3%
CCOC(=O)c1ccc(-n2c(N)c(C(=O)NCC3CCCO3)sc2=S)cc1 (centres undefined)
 : -12	-0.8	0%	-12%	-3%	-17	-8%	-7	12µM*
COC(=O)C1=C(c2cccc(OCc3ccccc3)c2)C[C@@H]2CC[C@H]1N2C(=O)NNCc1ccccc1
 : 4	0.0	?	-3%	-9%	-29	0%	-38	-2%
COc1cc2c(cc1OC)-c1c3c(cc4c1[C@@H](C2)N(C)CC4)OCO3
 : -3	-0.5	-8%	-12%	?	13	5%	-21	1%
COC(=O)C1=C(c2ccc(F)cc2OCc2ccccc2)C[C@@H]2CC[C@H]1N2C(=O)NCCNC(C)=O
 : -2	5.9	10%	1%	2%	22	0%	-16	4%
Cc1cccc(CN2CCCC(C(=O)c3ccc(C(F)(F)F)cc3)C2)n1 (centres undefined)
 : 2	-2.7	?	?	-3%	-5	22%	-12	-5%
Nc1ccc([As](=O)(O)O)cc1
 : 10	-0.2	0%	3%	8%	4	-2%&-3%	20&-13	-11%
Nc1ccccc1C(=O)OCc1ccc([N+](=O)[O-])cc1
 : 11	-1.0	-3%	6%	-8%	-9	14%	4	-4%
O=C1NC(=S)N(c2ccccc2)C(=O)/C1=C/c1ccco1
 : -87*	-0.6	-15%	-8%	0.95µM*	?	-3%	-5	3µM*
Cc1ccc(C2CN(C)CC2C(=O)c2ccc(F)cc2)cc1 (centres undefined)
 : 7	1.0	?	5%	-7%	-102*	5%	-17	-13%

# Of the compounds above, these have fluorine:
# Values run as follows: PI5P4Ka inh	IL-2 act	GLP-1R inv ag	GLP1R cytotox	WRN helicase inh	D3 antag	GLP1R ag	DRD3 agonist	PLK1 PBD block
CCOc1cc2c(cc1OCC)-n1cccc1C(c1cccc(F)c1)NC2 (centres undefined)
 : 1	-3.6	?	-8%	-6%	-1	8%	1	-1%
O=C(CCc1nnc2ccc(NCc3ccc(F)cc3)nn12)N1CCC2(CC1)OCCO2
 : 2	-5.2	15%	-13%	6%	-3	5%	-6	-6%
Cn1c(O)c(C=Nc2ccc(F)cc2)c(=O)[nH]c1=O
 : -7	-0.9	3%	5%	-5%	-2	0%	-4	-11%
Cc1ncc2n1-c1ccc(Cl)cc1C(c1ccccc1F)=NC2
 : 3	-0.1	11%	1%	4%	-23	-2%&7%	-34&10	-12%
COC(=O)C1=C(c2ccc(F)cc2OCc2ccccc2)C[C@@H]2CC[C@H]1N2C(=O)NCCNC(C)=O
 : -2	5.9	10%	1%	2%	22	0%	-16	4%
Cc1cccc(CN2CCCC(C(=O)c3ccc(C(F)(F)F)cc3)C2)n1 (centres undefined)
 : 2	-2.7	?	?	-3%	-5	22%	-12	-5%
Cc1ccc(C2CN(C)CC2C(=O)c2ccc(F)cc2)cc1 (centres undefined)
 : 7	1.0	?	5%	-7%	-102*	5%	-17	-13%

# Next part.
# Values run as follows: PI5P4Ka inh	IL-2 act	GLP-1R inv ag	GLP1R cytotox	WRN helicase inh	D3 antag	GLP1R ag	DRD3 agonist	PLK1 PBD block
O=C(O)C1C2c3ccccc3C(O)C1(C(=O)O)c1ccccc12 (centres undefined)
 : 0	-5.7	18%	6%	0%	-16	-13%	-4	-5%
C[C@]12CCC3C(CC[C@H]4C[C@@H](O)CC[C@]34C)C1C[C@@H](N)[C@@H]2O (some centres undefined)
 : -10	1.6	26%	-1%	-3%	-29	5%	-13	-1%
O=C(COc1ccccc1)N1CCN(CC2CC3C=CC2C3)CC1 (centres undefined)
 : .	-3.3	-13%	-15%	3%	?	2%	-27	0%
CCCOC(=O)COc1cc(C)cc2oc(=O)c3c(c12)CCC3
 : .	-1.7	1%	4%	-20%	30	3%	15	1%
Cc1c(C)c2cc(Cl)c(OCC(=O)N3C[C@H]4C[C@@H](C3)c3cccc(=O)n3C4)cc2oc1=O
 : 3	0.0	25%	3%	4%	-19	-6%	-9	-7%
Cc1ccccc1-n1c(C)nc2ccsc2c1=O
 : 8	-0.2	3%	11%	-9%	22	13%	-10	-19%

# These rows are one share of the data; the hit share may differ from the screen's.
